Source: PubChem (ICCB-Longwood Screening Facility, Harvard Medical School)
Polio RdRp inh – inhibitors of poliovirus RNA polymerase binding and polymerization; poliovirus polymerase elongation, fluorescence polarization; stronger effect = lower value; actives 0.66% (n = 150,000); % elongation, % (compound at 16.7 µg/mL); P03300; AID 588519; in the data active = % elongation below about 90%; also: some results filed as inactive read as strong as hits
Target sequence (P03300 1749-2209 limits assumed): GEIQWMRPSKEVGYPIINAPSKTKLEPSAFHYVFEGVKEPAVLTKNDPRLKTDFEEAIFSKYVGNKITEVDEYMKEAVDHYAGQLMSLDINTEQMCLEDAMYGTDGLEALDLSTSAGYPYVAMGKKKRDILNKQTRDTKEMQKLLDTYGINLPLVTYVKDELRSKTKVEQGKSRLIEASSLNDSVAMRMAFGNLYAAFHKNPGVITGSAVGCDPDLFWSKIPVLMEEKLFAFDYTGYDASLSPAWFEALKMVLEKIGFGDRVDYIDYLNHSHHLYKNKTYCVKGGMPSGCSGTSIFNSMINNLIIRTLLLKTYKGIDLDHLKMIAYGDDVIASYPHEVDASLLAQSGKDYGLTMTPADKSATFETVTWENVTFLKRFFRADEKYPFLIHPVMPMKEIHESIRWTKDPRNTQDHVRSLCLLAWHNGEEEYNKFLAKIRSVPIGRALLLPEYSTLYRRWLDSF
Polio RdRp inh FP z-score – further read-out of Polio RdRp inh, marked with its call; z-score; measured here: FP z-score; hits read low
Starred values were filed as active, the others as inactive; & = joins results of further samples. An excerpt; rates above refer to the full screens.

Below each compound: Polio RdRp inh, Polio RdRp inh FP z-score
CCN(C(=O)Cc1c(C(=O)O)c(C)cn1C)c1cccc(Cl)c1
  109, 0.6
Cc1ccc(-c2nc(CS(=O)CC(=O)Nc3c(C)cccc3C)c(C)o2)cc1 (stereo not given)
  101, 0.3
O=S(=O)(c1ccc(N2CCOCC2)cc1)N1CCOCC1
  100, -0.1
O=C(O)CNC(=O)c1ccc(F)cc1
  98, -0.7
Cc1cccc(N(C(=O)c2csnn2)C(C(=O)NC2CCCCC2)c2ccco2)c1 (stereo not given)
  101, -0.3
O=C(CN1CCC(C(=O)c2ccccc2)CC1)NCc1cccs1
  103, 0.5
COc1ccccc1OCCSc1nc(-c2ccc(C(C)(C)C)cc2)nc2cc(=O)[nH]n12
  107, 0.2
Cc1ccc(CNCc2c(C(=O)O)n(Cc3ccccc3C)c3cc(C)ccc23)cc1
  113, 1
COc1ccc(S(=O)(=O)N2CCCC(C(=O)NC(C)C)C2)cc1OC (stereo not given)
  99, -0.8
COC(=O)c1cc(=O)c2cc(NC(=O)c3ccc(OC(F)(F)F)cc3)ccc2[nH]1
  102, -0.2
CCOC(=O)C1=C(Cn2ccc(C(F)(F)F)n2)NC(=O)NC1c1cc(C)ccc1C (stereo not given)
  99, -0.4
O=C(NCc1ccccc1)c1c2c(nc3ccccc13)C(=O)N(C1CCCCC1)C2
  102, -0.3
CC1(C)CC(NC(=O)N2c3ccccc3CCc3ccccc32)CC(C)(C)N1
  99, -0.5
Cc1nn(-c2ccccc2)nc1-c1nnc(-c2ccc(Cl)c(Cl)c2)o1
  110, 0.7
COc1ccc(Cl)cc1N=Cc1sccc1C
  105, 1.3
O=C(/C=C/NCc1ccccc1)c1cccs1
  100, -0.3
Cc1ccc(-n2ncc3c(NCCCN4CCOCC4)ncnc32)cc1C
  105, -0.3
Cc1cccc(N2CCN(C(=O)c3cn(C)c4ccc(S(=O)(=O)N(C)C)cc4c3=O)CC2C)c1 (stereo not given)
  106, 0.3
Cc1nnc(N2C(=O)c3oc4ccccc4c(=O)c3C2c2ccc(F)cc2)s1 (stereo not given)
  101, -0.5
Cc1c(CO)[nH]c2ccc(Cl)cc12
  102, 0.3
Cc1ccc(OCC(=O)Nc2nc(-c3ccc(Br)cc3)ns2)cc1
  108, 0.4
CCc1ccc(C(=O)NCCc2nnc(SC)n2CC)cc1
  100, -0.6
COc1nc(C)nc(/N=C\NO)n1
  101, -0.1
Cc1cc(C)cc(Oc2ccc(C#N)c(C#N)c2)c1
  102, 0
COc1nc(OC)nc(N2CCN(c3cc(C)ccc3C)CC2)n1
  99, -1.5
Cc1ccc(NC(=O)c2c(C)oc3ncnc(N4CCCCC4)c23)c(C)c1
  102, -0.7
CCOC(=O)C1=C(C)Nc2nc3ccccc3n2C1c1ccccc1 (stereo not given)
  101, 0
CCCCC[C@H](O)C/C=C1/C(=O)C=C[C@@H]1C/C=C\CCCC(=O)O
  99&99, -0.8&-0.2
O=c1[nH]c(C2CCCN(S(=O)(=O)c3ccccc3)C2)nc2c1nnn2Cc1ccccc1Br (stereo not given)
  110, 0.5
CC(C)N1C(=O)C2C(c3ccco3)NN(Cc3ccccc3)C2C1=O (stereo not given)
  98, -1.3

Whole records, looked up by structure. Order of screens: Polio RdRp inh | Polio RdRp inh FP z-score
Listed for COc1ccccc1OCCSc1nc(-c2ccc(C(C)(C)C)cc2)nc2cc(=O)[nH]n12 : 107 | 0.2
Listed for CCOC(=O)C1=C(C)Nc2nc3ccccc3n2C1c1ccccc1 (stereo not given) : 101 | 0
Listed for O=C(CN1CCC(C(=O)c2ccccc2)CC1)NCc1cccs1 : 103 | 0.5

An excerpt of these results, as comma-separated lines.
SMILES,Polio RdRp inh,Polio RdRp inh FP z-score
CCCCC[C@H](O)C/C=C1/C(=O)C=C[C@@H]1C/C=C\CCCC(=O)O,99&99,-0.8&-0.2
Cc1cccc(N(C(=O)c2csnn2)C(C(=O)NC2CCCCC2)c2ccco2)c1 (stereo not given),101,-0.3
O=C(/C=C/NCc1ccccc1)c1cccs1,100,-0.3
CC1(C)CC(NC(=O)N2c3ccccc3CCc3ccccc32)CC(C)(C)N1,99,-0.5
Cc1ccc(CNCc2c(C(=O)O)n(Cc3ccccc3C)c3cc(C)ccc23)cc1,113,1
COc1ccccc1OCCSc1nc(-c2ccc(C(C)(C)C)cc2)nc2cc(=O)[nH]n12,107,0.2
CCOC(=O)C1=C(C)Nc2nc3ccccc3n2C1c1ccccc1 (stereo not given),101,0

(list continues)
Below each compound: Polio RdRp inh, Polio RdRp inh FP z-score
Cc1cccc(/C=C2\CS/C(=C\c3cccc(C)c3)C2=O)c1
  101, -0.2
Cc1ccc(C2CC(=O)N(Cc3ccc(F)cc3)c3c2c(C)nn3-c2nc(C)cc(C)n2)cc1 (stereo not given)
  107, 0
CC1CN(CC(=O)N(c2ccc(Nc3ccccc3)cc2)C(C)C)CC(C)O1 (stereo not given)
  97, -0.1
Cc1cc2c(c(=O)n1C)C(c1ccc(C(C)C)cc1)C(C#N)=C(N)O2 (stereo not given)
  106, 0.8
COc1ccc(NC(=O)CC2C(=O)N(c3ccc(OC)cc3)C(=O)N2C2CCCCC2)cc1 (stereo not given)
  107, 0.3
CN(C(=O)c1ccc2c(Cl)c3c(nc2c1)CCCC3)C1CCCCC1
  101, -0.5
CCC(O)c1nc2ccccc2n1C (stereo not given)
  103, 0.4
Cc1ccc2nc(N(Cc3cccnc3)C(=O)C3COc4ccccc4O3)sc2c1 (stereo not given)
  112, 1.2
COc1ccccc1NS(=O)(=O)c1cn(C)c(C)n1
  99, -1.5
CCCN1CCN(c2ncc3c(n2)CCN(Cc2ccc(OC)c(OC)c2OC)C3)CC1
  107, 0.2
CCn1c(-c2cc(Br)cc(OC)c2O)nc2cc(S(=O)(=O)N(C)C)ccc21
  102, -0.1
COc1ccc2ccccc2c1CN1CCN(C(=O)c2ccccc2F)CC1
  103, 0.3
Clc1ccc(-c2noc(-c3cccnc3N3CCN(c4ccccc4)CC3)n2)cc1
  113, 1.1
O=C(c1ccc2c(c1)OCCO2)N(Cc1cccnc1)c1nc2c(F)cc(F)cc2s1
  99, -1.9
COc1ccc(CNC(=O)CN2C(=O)CCCc3ccccc32)cc1
  103, -0.5
Fc1ccccc1-c1nnc2ccc(C(F)(F)F)cn12
  16*, -7.8*
O=C(NCc1ccccc1)NC(c1ccccc1)c1nnc(-c2ccccc2)o1 (stereo not given)
  99, -0.7
Cc1ccc(OCC(=O)Nc2c(C(=O)c3ccc(Cl)cc3)oc3ccccc23)cc1C
  106, 0.2
Cc1ccc(NC(=O)c2cnn3c2NC(c2ccccc2)=CC3c2ccccc2)cc1 (stereo not given)
  99, -1.5
CCOC(=O)c1[nH]c(C)c(C(=O)NC(CC)Cc2ccccc2)c1C (stereo not given)
  113, 0.3
CC1CCCN(S(=O)(=O)c2cc3c4c(c2)CC(=O)N4CCC3)C1 (stereo not given)
  105, -0.5
COc1cccc(-c2nc(-c3ccc(Br)o3)no2)c1
  101, -0.2
O=C(Nc1cccc(OCc2cc(=O)n3c4c(sc3n2)CCCC4)c1)c1ccc(F)cc1
  103, -0.3
CSc1sc(C#N)c2c1C(=O)CC(c1ccccc1)C2 (stereo not given)
  104, -0.2
CN(CCCNC(=O)Cn1ncc2c([nH]c3ccccc32)c1=O)Cc1ccccc1
  103, -0.7
O=C(O)c1cn(-c2ccc(F)c(F)c2)c2c(F)c(F)c(F)c(F)c2c1=O
  99, -0.2
COc1ccc(C2=CC(c3cccs3)NC(=S)N2)cc1 (stereo not given)
  110, 1.1
CC(C)Sc1nc2ccccc2n2cnnc12
  100, -0.7
CCOc1ccc(CN(CCc2ccc3c(c2)OCO3)Cc2cccc(C)c2)cc1
  99, -1.5
CC(=O)N1c2ncnn2C(c2ccc(Cl)cc2)CC1c1ccccc1 (stereo not given)
  103, 0.4

Below each compound: Polio RdRp inh, Polio RdRp inh FP z-score
COc1ccc(C2CC(c3cc(Cl)ccc3O)=NN2)cc1OC (stereo not given)
  107, 1.2
O=C(CN1CCOc2ccccc21)N1CCC2(CC1)OCCO2
  101, 0.3
O=C(CC1(O)OC(c2ccccc2)=CC1=O)c1ccccc1 (stereo not given)
  97, -0.4
CCN(CC)S(=O)(=O)c1ccc2c(c1)CCCN2
  106, 0.5
Cc1cc(C(=O)COc2cc3ccccc3cc2C(=O)N2CCOCC2)c(C)n1Cc1ccco1
  101, -0.2
COc1ccc(NC(=O)C2CCN(C(=O)C3CC(=O)N(c4ccc(C)cc4)C3)CC2)cc1 (stereo not given)
  102, 0
CN(C)c1cccc(C(=O)OCc2c(F)cccc2Cl)c1
  112, 1.4
O=c1[nH]c2c(s1)C1c3c(ccc4ccccc34)OCC1CS2 (stereo not given)
  100, -0.3
CCCCC(=O)NC1=NC(=O)C(C)(C)S1
  101, 0.5
COc1ccccc1NC(=O)CN1C(=O)C2(SCC(=O)N2c2ccc(F)c(F)c2)c2ccccc21 (stereo not given)
  98, -0.5
CCN(CC)S(=O)(=O)c1ccc(Br)cc1
  105, 0.8
c1ccc(C2=NNC(c3nc4ccccc4[nH]3)C2)cc1 (stereo not given)
  101, -0.2
NC(N)=Nc1nc(=O)c2ccccc2s1
  100, -0.2
CCc1ccccc1NC(=O)C1CCCN1S(=O)(=O)c1cccc2nsnc12 (stereo not given)
  100, -0.6
CN=Cc1cc(-c2ccccc2)oc1S
  101, -0.2
CCCn1nnnc1SCC(=O)N1CCCC1
  102, 0
O=C(Cn1c(=O)oc2ccccc21)NCC1CCN(Cc2ccccc2F)CC1
  100, -0.5
O=C(O)C1Cc2ccccc2N1C(=O)c1ccccc1 (stereo not given)
  104, 0.7
O=C(CCC(=O)N1CCSc2ccccc21)NCc1cccs1
  99, -1.4
COc1ccc(NC(=O)Cn2c(=O)n(Cc3ccccc3)c(=O)c3oc4ccccc4c32)cc1Cl
  106, -0.1
CCn1c(CN2CCCCCC2=O)n[nH]c1=S
  104, 0
CCc1ccc(-c2nn(CC(=O)Nc3ccccc3)c3c2cnc2ccc(F)cc23)cc1
  108, 0.4
COc1c(C(=O)O)cnc2cc(Cl)ccc12
  100, -0.3
O=C(CSC1CCS(=O)(=O)C1)OCc1c(Cl)cccc1Cl (stereo not given)
  105, 0.3
C=CCN(c1ccc(C(=O)Nc2ccc3c(c2)OCO3)cc1)S(C)(=O)=O
  103, 1.4
Cc1cc(C)cc(NC(=O)C2CCCN(S(=O)(=O)c3cccc4nsnc34)C2)c1 (stereo not given)
  111, 1.1
CCOc1ccc(NC(=O)CSCCn2c(C)csc2=O)cc1
  96, -1.4
C=C(C)CSc1nc2sc3c(c2c(=O)n1Cc1ccccc1)CC(C)(CC)OC3 (stereo not given)
  104, 0.2
CCCc1noc2c1/C(=N\O)CC(C)(C)C2
  101, -1.1
Cc1ccc(OC(=O)CCC(=O)N2CCN(C(=O)CCC(=O)Oc3ccc(C)cc3)CC2)cc1
  102, 0.2

Below each compound: Polio RdRp inh, Polio RdRp inh FP z-score
CN(CC(=O)Nc1ccc2[nH]c(=O)[nH]c2c1)Cc1ccccc1
  102, 0.1
C=CCSc1nnc(-c2cc(OCC(F)(F)F)nc(OCC(F)(F)F)c2)n1Cc1ccco1
  105, 0.7
CCOc1ccc2nc(SCC(=O)N(C)C3CCCCC3)c(C#N)cc2c1
  99, -0.7
CCN(CC)S(=O)(=O)c1ccc(C(=O)Nc2cccc(C)c2)cc1
  102, 0.1
CCOC(=O)C1=C(N)Oc2c(c(=O)oc3ccccc23)C12C(=O)N(CC(=O)OC)c1ccccc12 (stereo not given)
  100, -0.4
O=C(CCS(=O)(=O)c1ccccc1)N1CCN(c2ccccc2)CC1
  107, 1.1
COc1ccc(-n2nc(C(=O)NCCc3cccc(C)c3)c3c4ccccc4n(C)c3c2=O)cc1Cl
  103, -0.1
Nc1ncc(Cc2cccc(Cl)c2)s1
  102, -0.2
Cc1ccccc1-c1ncc(-c2ccc(Br)cc2)o1
  106, 0.2
COc1ccc(CCNC(=O)c2ccc3c(c2)N(Cc2cccc(Cl)c2)C(=O)c2ccccc2S3=O)cc1OC (stereo not given)
  103, -0.5
COc1ccc(Br)c(-c2nnc(CS(=O)(=O)c3ccccc3)o2)c1
  99, -0.6
O=C(Cc1csc2nc(-c3ccccc3)cn12)N1CCc2ccccc21
  104, 1.8
COc1ccccc1N1CCN(S(=O)(=O)c2c(C)sc3ncn(CC(=O)N(C)c4ccc(C(C)C)cc4)c(=O)c23)CC1
  107, 0.4
O=C(O)c1ccc(NCc2cccnc2)cc1
  101, -0.1
O=C(OC1CS(=O)(=O)CC1OC(=O)c1ccccc1)c1ccccc1 (stereo not given)
  104, 0.2
CC(C)(C)C1CCc2c(sc3nc(-c4cccs4)oc(=O)c23)C1 (stereo not given)
  103, 0.3
CC(C)(C)OC(=O)/C(C#N)=C/c1cccs1
  102, 0.2
CCOC(=O)c1cnn(CCOC(=O)c2ccco2)c1NC(=O)c1ccco1
  99, -1.4
O=C(c1ccccc1)c1ccc2nc(Cl)c3nncn3c2c1
  105, 1.3
CCOC(=O)N1CCC(NC(=O)c2ccc(CS(=O)(=O)c3ccc(OC)cc3)o2)CC1
  103, 0.5
CCOc1ccc(NC(=O)CC2C(=O)N(c3cccc(C)c3)C(=O)N2Cc2ccco2)cc1 (stereo not given)
  116, 1.9
CC1CN(CN2C(=O)c3ccccc3C2=O)CC(C)O1 (stereo not given)
  101, 0
CC(C)(C)c1ccc(NNC(=O)c2ccno2)cc1
  104, 0.6
CCc1ccc(NCc2cc3ccc(OC)cc3n(CC(=O)Nc3ccccc3OC)c2=O)cc1
  109, 0.6
O=C(NC(=S)NC1CCCCC1NC(=S)NC(=O)c1ccco1)c1ccco1 (stereo not given)
  98, -0.2
O=C(CSc1ccccc1)NCc1ccc2c(c1)CCN2C(=O)c1ccccc1
  110, 0.9
CCn1c(C)[n+](CC)c2ccc(S(=O)(=O)C(F)(F)F)cc21
  100, -0.5
COC(=O)c1ccc(COC(=O)/C=C/c2c(C)nn(Cc3ccccc3)c2Cl)o1
  97, -0.9
